# From PubChem
# PLK1 PBD inh – qHTS for Inhibitors of PLK1-PDB (polo-like kinase 1 - polo-box domain): Primary Screen; Plk1 PBD binding of FITC phosphopeptide, fluorescence polarization; 360,000 tested, 2.8% active; Potency, µM, for the others: max response, negative = inhibition, usual class: inhibitors; AID 720504, 2013; note: potency is the fitted concentration of half-maximal effect; series mostly up to about 57 µM; % is set by controls: 0 for no effect and ±100 for the full control effect; nearly all actives have a fitted effect of over 65% in size
# Target sequence (P53350 whole entry, looked up, the tested form may be a part): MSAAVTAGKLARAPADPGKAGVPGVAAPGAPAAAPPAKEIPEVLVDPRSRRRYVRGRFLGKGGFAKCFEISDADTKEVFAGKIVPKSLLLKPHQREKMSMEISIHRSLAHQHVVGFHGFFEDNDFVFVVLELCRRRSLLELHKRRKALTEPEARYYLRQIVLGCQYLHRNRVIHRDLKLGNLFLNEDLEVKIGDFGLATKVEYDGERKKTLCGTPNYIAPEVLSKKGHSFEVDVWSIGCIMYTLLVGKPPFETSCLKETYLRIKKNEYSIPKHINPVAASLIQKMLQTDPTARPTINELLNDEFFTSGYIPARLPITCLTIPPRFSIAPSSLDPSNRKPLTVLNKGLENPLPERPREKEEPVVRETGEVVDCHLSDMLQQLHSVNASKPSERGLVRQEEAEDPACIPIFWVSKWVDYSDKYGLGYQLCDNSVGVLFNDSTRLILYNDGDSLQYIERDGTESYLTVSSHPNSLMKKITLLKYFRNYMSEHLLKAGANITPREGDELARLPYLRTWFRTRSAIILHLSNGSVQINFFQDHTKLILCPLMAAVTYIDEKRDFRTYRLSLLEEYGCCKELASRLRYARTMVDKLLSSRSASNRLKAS
# EPAC1 ag – qHTS for Agonist of cAMP-regulated guanine nucleotide exchange factor 3 (EPAC1): primary screen; Rap guanine nucleotide exchange factor 3 (Homo sapiens), O95398; EPAC1 agonist qHTS, biochemical assay; response scale: 100% = response to 6.5 mM cAMP; Potency, µM (doses to about 154 µM), for inactives: top-dose activation, actives largely listed as activators; 360,000 tested, 0.073% active; note: potency is the fitted concentration of half-maximal effect; nearly all actives have a fitted effect of over 60% in size
#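 Read-out is the fluorescence drop as BODIPY-GDP leaves Rap1B (480 nm excitation, 540 nm emission), recorded every 5 minutes over 30 minutes. Reactions held 100 nM EPAC1, 250 nM Rap1B–BODIPY-GDP and 50 uM GDP, with 6.5 mM cAMP setting full activation.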
# Mm-Cpn inhibitor – Inhibitors of TCP-1 ring complex (TRiC) of Methanococcus maripaludis (MmCpn): qHTS; Potency, µM (top dose mostly 76.9 µM), without a hit: at the highest dose activity, negative = inhibition, actives largely listed as inhibitors; purified Mm-Cpn ATPase, ADP Transcreener TR-FRET; Chaperonin Mm-Cpn (Methanococcus maripaludis); 330,000 tested, 0.031% active; note: potency is the fitted concentration of half-maximal effect; % is set by controls: 0 for no effect and ±100 for the full control effect; nearly all actives have a fitted effect of over 80% in size
#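 Compound-treated chaperonin, 25 nM final, turns over 10 uM ATP at 37°C for 30 min following a 10 min preincubation; ADP generated competes with ADP-d2 for Eu-cryptate antibody, lowering FRET.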
# CCT modulator – High-Throughput Screening for Modulators of Cytosolic Chaperonin Activity; activity change, % (test concentration not listed), hits read low; purified chaperonin ATPase assay, HTRF ADP detection, 30 min; 360,000 tested, 0.3% active; in the data active = activity change below about -30%; note: % is set by controls: 0 for no effect and ±100 for the full control effect
#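 TRiC at 40 or 20 nM final (batch-dependent) in 30 mM Tris pH 7.4, 100 mM KCl, 5 mM MgCl2, 1 mM DTT, with compound at single 76 uM and 10 uM ATP, 30 min at 37 deg C. ADP detected by HTRF Transcreener, 665/615 ratio.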
# WRN helicase inh – qHTS for Inhibitors of WRN Helicase; Bifunctional 3'-5' exonuclease/ATP-dependent helicase WRN (Homo sapiens), Q14191; WRN helicase unwinding, fluorescent forked duplex, kinetic; Potency, µM (top dose mostly 114 µM), without a hit: at the top dose activity change, negative = inhibition, actives largely listed as inhibitors; 360,000 tested, 0.46% active; note: potency is the fitted concentration of half-maximal effect; % is set by controls: 0 for no effect and ±100 for the full control effect; nearly all actives have a fitted effect of over 55% in size
#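 WRN at 20 nM final preincubated with compound 15 min at room temperature; reaction started with 100 nM fluorophore/quencher forked duplex oligonucleotide and 2 mM ATP final. Unwinding followed kinetically by red fluorescence (ex 525, em 598 nm).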
# PI5P4K alpha inh – qHTS for Inhibitors of phosphatidylinositol 5-phosphate 4-kinase (PI5P4K); 330,000 tested, 1.2% active; PI5P4Kalpha enzyme, ADP-Glo luminescence, 60 min; stronger effect = lower value; max response, %; active = max response of -50% or lower; inconclusive = between -30% and -50%; inactive = -30% or higher; note: value at the top dose of about 77 µM; % is set by controls: 0 for no effect and ±100 for the full control effect
# Target sequence (P48426 whole entry, looked up): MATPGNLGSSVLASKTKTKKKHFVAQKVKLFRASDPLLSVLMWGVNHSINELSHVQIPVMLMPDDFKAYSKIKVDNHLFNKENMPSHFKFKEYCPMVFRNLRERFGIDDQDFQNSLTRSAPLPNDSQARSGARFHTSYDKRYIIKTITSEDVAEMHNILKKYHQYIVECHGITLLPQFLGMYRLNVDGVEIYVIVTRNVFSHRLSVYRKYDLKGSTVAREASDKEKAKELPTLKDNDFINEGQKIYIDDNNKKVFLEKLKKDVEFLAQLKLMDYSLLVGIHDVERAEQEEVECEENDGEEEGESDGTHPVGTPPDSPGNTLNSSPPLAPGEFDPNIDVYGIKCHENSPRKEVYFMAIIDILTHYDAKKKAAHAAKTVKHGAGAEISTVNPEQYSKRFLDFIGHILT
#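 qHTS, 1536-well: enzyme/substrate mix, compound by pin tool, 5 microM ATP final; RT 60 min; ADP-Glo reagents 1 (45 min) then 2 (30 min); luminescence.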
# EPAC2 antag – qHTS for Antagonist of cAMP-regulated guanine nucleotide exchange factor 2 (EPAC2): primary screen; Rap guanine nucleotide exchange factor 4 (Homo sapiens), Q8WZA2; EPAC2 GEF exchange of Rap1B-BODIPY-GDP, fluorescence; Potency, µM (series often up to 114 µM), inactives show at the top dose activity, negative = inhibition, actives largely listed as inhibitors; 360,000 tested, 0.18% active; note: potency is the fitted concentration of half-maximal effect; % is set by controls: 0 for no effect and ±100 for the full control effect; nearly all actives have a fitted effect of over 45% in size; many of its hits are not listed in these tables
# EPAC1 antagonist – qHTS for Antagonist of cAMP-regulated guanine nucleotide exchange factor 3 (EPAC1): primary screen | Potency, µM (titrated, usually from 115 µM), without a hit: at the highest dose activity change, negative = inhibition, usual class: inhibitors | 360,000 tested, 0.14% active | Rap guanine nucleotide exchange factor 3 (Homo sapiens), O95398 | EPAC1 GEF assay, Rap1b-BODIPY-GDP exchange fluorescence;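 note: potency is the fitted concentration of half-maximal effect; plate controls were vehicle for no effect and positive control for full effect; nearly all actives have a fitted effect of over 50% in size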
# Starred values were filed as active, the others as inactive; ? = inconclusive; / = not tested or not shown; [ ] = another dose, or the depositor's remark. Unless noted, calls come from the whole dose curve; as a rule, active = well fitted curve in the direction sought with a large enough effect; inconclusive = small, poorly fitted or top-dose-only effect, or another doubt; inactive = no such curve, though single readings can be large; an effect the other way counts as inactive or inconclusive.
PLK1 PBD inh,EPAC1 ag,Mm-Cpn inhibitor,CCT modulator,WRN helicase inh,PI5P4K alpha inh,EPAC2 antag,EPAC1 antagonist,SMILES
1%,-7%,-1%,2.0,0%,1,-7%,5%,CCCCOc1ccccc1C(=O)N(Cc1ccc(C)o1)C1CCS(=O)(=O)C1 (stereo not given)
-3%,10%,-10%,2.0,2%,2,-5%,?,COc1ccc(-c2cc(C(F)(F)F)c(C#N)c(SCC(=O)Nc3ccc(C)cc3)n2)cc1
-6%,-5%,/,0.3,-1%[57.1 µM],11,1%,-15%,Cc1cc(C)cc(Cn2c(C)c(C(=O)N(C)Cc3ccc(F)cc3)sc2=O)c1
-1%,9%,-1%,-0.5,4%,1,1%,20%,COc1ccc(NC(=O)/C=C/C(=O)O)c(OC)c1
-1%,-9%,1%,0.4,0%,-3,11%,-19%,CC(=O)N1CCC2(CC1)CC(=O)c1cc(OCC(=O)N3CCOCC3)ccc1O2
-7%,-6%,-10%,-0.5,-5%,3,-3%,-25%,O=C(CSCc1cccc(CSCC(=O)Nc2ccc3ccccc3c2)n1)Nc1ccc2ccccc2c1
-6%,-4%,-15%,-0.1,3%[57.1 µM],-6,-8%,15%,CCn1cc(CCC(=O)NC(C)c2ccccc2)c2ccccc21 (stereo not given)
-1%,-1%,0%,-3.5,-6%,-6,10%,4%,CC1(C)Cc2c(cnn2-c2ccccc2)C(NC(=O)CCCN2CCCC2=O)C1 (stereo not given)
-4%,-4%,1%,-1.8,10%,-6,8%,15%,COc1ccccc1N1CCN(C(=O)c2ccc(NC(C)=O)cc2)CC1
?,0%,3%,-0.1,-18%,-10,7%,-1%,COc1ccc(NC(=O)CN(C)CC(=O)Nc2sc3c(c2C(N)=O)CCC3)cc1
-1%,-2%,/,-0.2,-7%,2,2%,-6%,Cc1ccc(Cc2c(-c3ccc(Cl)cc3)nc3ccc(Br)cn23)cc1
-4%,-9%,-2%,0.6,-9%,9,1%,14%,CCC(OC(=O)C(CC(C)C)NC(=O)c1ccccc1)C(=O)Nc1nnc(C)s1 (stereo not given)
38µM*,-14%,-3%,-0.6,?,-23,-19%,-22%,Cc1ccc(-c2nn(CCC(=O)O)cc2/C=C\C(=O)c2ccc(Br)cc2)cc1
-10%,-12%,/,1.2,-13%,?,?,-8%,CC(C)C[C@@H](CN1CCC[C@H]1CN1C(=O)C(=O)NC[C@@H]1Cc1ccccc1)N1C[C@H](Cc2ccc(O)cc2)N(CC2CCCCCC2)C(=O)C1=O
-6%,-2%,0%,-0.7,6%,-5,10%,-3%,COc1ccc(NC(=O)Nc2ccc(CC(=O)O)cc2)cc1
-6%,3%,1%,-0.8,1%,10,-3%,?,COCCNC(=O)C(c1ccc(F)cc1)N(C(=O)CCC(=O)Nc1ccccn1)c1cccc(C)c1 (stereo not given)
-5%,11%,/,0.4,1%,4,8%,6%,COc1ccc(CN2C(=O)C(CC(=O)NCCCN(C)C)CC(C(=O)N3CCCCCC3)=C2C)cc1 (stereo not given)
-1%,4%,/,0.4,3%,-1,1%,-3%,Cc1nc(C(=O)O)sc1C1(C)CC(c2cccc([N+](=O)[O-])c2)=NO1 (stereo not given)
-2%,1%,1%,-0.1,-14%,-1,0%,-1%,O=C(c1ccc(C#CC2(O)CCCCC2)cc1)N1CCN(C(c2ccccc2)c2ccccc2)CC1
-6%,0%,-2%,-5.0,4%,-9,8%,-16%,O=C(CCC(=O)N1CCOc2ccc(Cl)cc21)NCCCN1CCC(Cc2ccccc2)CC1

# Individual results from above:
# In PI5P4K alpha inh, `COc1ccc(CN2C(=O)C(CC(=O)NCCCN(C)C)CC(C(=O)N3CCCCCC3)=C2C)cc1` (stereo not given) has the entry 4
# In EPAC1 antagonist, `Cc1cc(C)cc(Cn2c(C)c(C(=O)N(C)Cc3ccc(F)cc3)sc2=O)c1` has the entry -15%

# In the list so far, 2 have a Cl atom.
PLK1 PBD inh,EPAC1 ag,Mm-Cpn inhibitor,CCT modulator,WRN helicase inh,PI5P4K alpha inh,EPAC2 antag,EPAC1 antagonist,SMILES
-1%,-2%,/,-0.2,-7%,2,2%,-6%,Cc1ccc(Cc2c(-c3ccc(Cl)cc3)nc3ccc(Br)cn23)cc1
-6%,0%,-2%,-5.0,4%,-9,8%,-16%,O=C(CCC(=O)N1CCOc2ccc(Cl)cc21)NCCCN1CCC(Cc2ccccc2)CC1

# Next section:
PLK1 PBD inh,EPAC1 ag,Mm-Cpn inhibitor,CCT modulator,WRN helicase inh,PI5P4K alpha inh,EPAC2 antag,EPAC1 antagonist,SMILES
-11%,0%,-3%,-1.0,-11%,-22,-1%,-8%,O=c1cc2ncc(-n3cc([N+](=O)[O-])cn3)cn2[nH]1
3%,-3%,1%,-0.9,1%,1,8%,3%,COc1ccc(C(C(=O)NCC2CCCO2)N(C(=O)Cn2nnc3ccccc32)c2ccccc2C(C)=O)cc1OC (stereo not given)
2%,2%,1%,0.7,3%,-4,-3%,2%,O=C(NCc1cccnc1)NC1(C(F)(F)F)Oc2ccccc2O1
-7%,7%,/,/,1%,0,-8%,-3%,Cc1cc(C)c2cc(C#N)c(NCCNC(=O)c3cccnc3)nc2c1
-6%,-17%,0%,0.5,-1%,0,-16%,-7%,O=C(Nc1cc(C2CC2)nn1-c1ccccc1)c1ccc(F)cc1
3%,10%,-1%,1.2,-7%,2,-2%,-9%,CS(=O)(=O)N(CC(N)=O)c1ccc(F)c(Cl)c1
-9%,?,-1%,-1.3,2%,0,1%,3%,CCc1nnc(NC(=O)c2ccc(-c3cccc(C(F)(F)F)c3)o2)s1
-6%,4%,2%,1.5,-4%[57.1 µM],-2,-3%,-14%,CCn1c(CNc2ccc(Cl)cc2)nnc1SCc1ccc(C)cc1
-2%,-7%,0%,1.4,4%,2,0%,-14%,CC(=O)NCCc1ccc(C(=O)CSc2nnc(C3CC3)n2C2CC2)cc1
-5%,-5%,-4%,0.4,2%,/,6%,14%,COc1cccc2[nH]c3c(N4CCC(C(N)=O)CC4)ncnc3c12
-6%,-1%,1%,-3.0,8%,/,11%,3%,CCc1ccc(C2C3=C(CC(C)(C)CC3=O)Nc3c2c(=O)[nH]c2nc(C)nn32)cc1 (stereo not given)
-13%,-3%,2%,-2.7,4%,4,1%,-18%,Cc1ccc(NC(=O)COCC(=O)Nc2ccc(C)cc2)cc1
-6%,9%,-2%,-0.4,6%,0,13%,-5%,CSc1cccc(NC(=O)C(C)C)c1
?,-2%,-3%,-1.1,-10%,-19,-11%,-22%,CC(=O)c1ccc(NS(=O)(=O)c2cccc(C(=O)Nc3ccccc3C(=O)O)c2)cc1
5%,5%,2%,2.5,-2%,2,?,-9%,COc1cccc2c1Oc1ncccc1N(C(=O)CCC(=O)NCc1ccccc1)C2
27µM*,0%,-3%,-1.8,4%,2,3%,0%,CCOc1ccc(CCNS(=O)(=O)c2cnc[nH]2)cc1OCC
21µM*,7%,-2%,-0.7,-2%,-3,-1%,10%,Cc1oc(-c2cccc(Cl)c2)nc1CN1CCC(C(=O)NC2CC2)CC1
-5%,8%,-4%,0.0,8%,-5,2%,8%,CCN(CC)CCNC(=O)c1cn(CC)c2ccc(S(=O)(=O)N(C)C3CCCCC3)cc2c1=O
-7%,2%,-1%,1.1,0%[11.6 µM],-5,-2%,-8%,COc1cc(/C=N\Nc2nncn2N)ccc1OC(C)=O
-26%,2%,1%,-3.7,-12%,-3,-12%,-5%,O=C(Nc1cccc(NC(=O)c2cccs2)c1)c1ccc([N+](=O)[O-])o1
-1%,4%,-10%,0.7,1%,-9,1%,-6%,C[C@H](/C=C/[C@@]1(O)[C@H](C)C[C@H](O)CC1(C)C)O[C@@H]1O[C@H](CO)[C@@H](O)[C@H](O)[C@H]1O
6%,21%,/,1.2,-6%,-2,-8%,-5%,O=S(=O)(c1ccccc1)n1cc(-c2cccc3nccn23)c2ccccc21
-5%,8%,/,1.9,-7%,11,-27%,-6%,C[C@H]1CN([C@@H](C)CO)S(=O)(=O)c2ccc(Br)cc2O[C@H]1CN(C)Cc1ccc(F)cc1
-3%,4%,0%,1.7,-4%,3,-16%,-13%,O=C(OCc1cccc(F)c1)c1ccc2c(=O)n3c(nc2c1)CCC3
-9%,-7%,-2%,-0.5,-7%,-1,5%,-7%,O=C(Nc1ccc(F)cc1)Nc1nnc(-c2ccco2)s1
7%,-3%,/,1.0,4%,-6,5%,1%,CC(C)CC(N)c1csc(Nc2ccc(C(=O)NCCCO)cn2)n1 (stereo not given)
2%,2%,0%,0.0,6%,-1,2%,20%,COc1ccc2nc(NC(=O)CCNC(=O)c3ccco3)sc2c1
19µM*,-12%,0%,2.6,?,?,15%,-6%,CN(C)CCCn1c(=S)[nH]c2sc3c(c2c1=O)CCCC3
-4%,3%,0%,-8.5,-15%,2,-13%,-11%,COc1cc(NC(=O)CCCSc2nc(-c3ccco3)cc(C(F)(F)F)n2)cc(OC)c1OC
0%,-5%,0%,-1.4,-3%,-1,-5%,-22%,Oc1ccccc1/C=N/Nc1nc2ccccc2o1
-3%,-16%,/,-1.3,-10%,2,-1%,-8%,CC(=O)NC(c1ccc(F)c(F)c1)c1nc(-c2ccc3c(c2)OCO3)cs1 (stereo not given)
-7%,7%,-1%,-2.2,2%,-1,-3%,-11%,CC(C)(C)c1nc(CN2CCOCC2)ccc1O
?,6%,-2%,-1.7,?,-54*,-15%,?,COCCn1nnnc1C(c1cc2cc(OC)c(OC)cc2[nH]c1=O)N1CCN(c2ccc(O)cc2)CC1 (stereo not given)
-4%,-18%,-5%,-0.2,2%,-7,21%,12%,O=C(O)COCCN1CCN([C@H](c2ccccc2)c2ccc(Cl)cc2)CC1
-8%,7%,0%,-1.3,2%,/,2%,10%,COc1cc(C2=NOC(C(=O)Nc3ccc(C)cc3)C2)cc(OC)c1OC (stereo not given)
4%,0%,1%,-2.0,-2%,-2,12%,8%,Cc1ccc(S(=O)(=O)c2nc(S(C)(=O)=O)sc2N2CC(C)OC(C)C2)cc1 (stereo not given)

# The list is partial (hit frequency here may not be typical).
